AddAB inh: less growth of phage-infected E. coli with AddAB | E. coli expressing H. pylori AddAB, absorbance growth | 0.29% of 330,000 active | inhibition, % at 11.9 µM; in the data active = inhibition above about 12%;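 also: 0% = vehicle wells of infected cells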
Wnt act: activators of Wnt/beta-catenin signaling; activation, % at 9.35 µM; Wnt/beta-catenin reporter cell assay, activator, plate reader; 1.2% of 300,000 active; in the data active = activation above about 30%, passing the limit was not always enough;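 also: 0% = neutral control wells and 100% = positive control wells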
phage Ecoli inh: E. coli growth loss with phage present; 0.26% of 360,000 active; growth absorbance; inhibition, % at 11.9 µM; in the data active = inhibition above about 11%
DAGLB inh: diacylglycerol lipase beta (human) inhibition; HEK293T DAGLB membrane lysate, EnzChek fluorogenic substrate; inhibition, % at 5.17 µM; 0.059% of 340,000 active; in the data active = inhibition above about 34%;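 also: 0% = enzyme with vehicle and 100% = wells lacking enzyme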
Target sequence (Q8NCG7 whole entry, looked up): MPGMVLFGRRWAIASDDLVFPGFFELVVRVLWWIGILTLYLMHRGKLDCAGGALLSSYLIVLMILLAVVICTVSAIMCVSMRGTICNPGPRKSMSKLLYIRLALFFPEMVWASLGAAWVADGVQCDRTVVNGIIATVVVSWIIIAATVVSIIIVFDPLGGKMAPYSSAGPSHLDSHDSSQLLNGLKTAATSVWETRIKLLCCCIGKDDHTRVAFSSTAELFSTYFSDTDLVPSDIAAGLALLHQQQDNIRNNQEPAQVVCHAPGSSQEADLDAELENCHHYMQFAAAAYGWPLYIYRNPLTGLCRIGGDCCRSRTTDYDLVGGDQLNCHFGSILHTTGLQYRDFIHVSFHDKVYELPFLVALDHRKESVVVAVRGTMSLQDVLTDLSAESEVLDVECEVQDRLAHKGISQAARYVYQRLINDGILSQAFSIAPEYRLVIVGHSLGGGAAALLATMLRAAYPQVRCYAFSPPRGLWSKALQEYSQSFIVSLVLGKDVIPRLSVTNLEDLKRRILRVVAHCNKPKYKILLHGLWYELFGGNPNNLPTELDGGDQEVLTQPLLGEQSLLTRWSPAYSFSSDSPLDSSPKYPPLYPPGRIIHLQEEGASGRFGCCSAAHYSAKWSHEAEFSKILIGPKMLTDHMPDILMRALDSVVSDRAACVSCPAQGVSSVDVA
E coli growth: counter-screen for AddAB inhibitors: E. coli growth inhibition. E. coli V3065 growth, OD600 absorbance, 18 h. 0.27% of 330,000 active. inhibition, % at 11.9 µM;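 active = inhibition above the campaign's mean inhibition across all tested compounds plus 3 SD, cut at about 9.9% in these data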;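 also: uninfected addAB+ strain grown without phage in ampicillin broth; 0% = DMSO wells and 100% = ciprofloxacin 0.95 µg/ml wells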
* hit, by the source's call; . = not tested or not shown. This is a subset (hit frequency here may not be typical).

Letter code – A = AddAB inh; B = Wnt act; C = phage Ecoli inh; D = DAGLB inh; E = E coli growth
CCc1nc2ccc(C(=O)NCCNC(C)=O)cn2c1N(CC)CCOC
  A: .; B: -1.8; C: 1.5; D: .; E: .
COc1ccc(S(=O)(=O)N2CCC3CC2c2c(-c4ccc(C(F)(F)F)cc4)cccc23)cc1 (stereo unspecified)
  A: .; B: -4.8; C: 0.2; D: .; E: .
COc1ccc(-c2coc3c(C(=O)Nc4cccc(C(C)=O)c4)cccc23)c(C)c1
  A: .; B: 0.4; C: 1.0; D: .; E: .
CC(C)S(=O)(=O)N[C@@H]1c2cc3c(cc2[C@H](c2ccccc2)[C@H]1C)OCO3
  A: .; B: -1.0; C: 3.3; D: .; E: .
O=C(c1ccc2c(c1)C(=O)NC2=O)c1ccc2c(c1)C(=O)NC2=O
  A: .; B: -0.7; C: 6.2; D: .; E: .
Cc1ccc(Cc2c(-c3ccc(F)cc3)nc3ccc(Br)cn23)cc1
  A: .; B: 9.8; C: 4.0; D: .; E: .
COc1cccc(C(=O)N[C@H](C(=O)N2CCC[C@H]2C(=O)NCCc2ccccc2Cl)C2CCCCC2)c1
  A: .; B: -4.6; C: 5.0; D: .; E: .
CC(C)CNC(=O)C1(C)CCCN1C(=O)Cc1cccc2ccccc12 (stereo unspecified)
  A: .; B: -2.3; C: 1.6; D: .; E: .
COc1cccc(NC(=O)N(C)C[C@H]2OCc3cn(nn3)CCCC(=O)N([C@H](C)CO)C[C@@H]2C)c1
  A: .; B: -3.0; C: 0.4; D: .; E: .
CC(C)C[C@@H]1COc2cccc(N3CCCC3)c2S(=O)(=O)N1
  A: .; B: -2.8; C: 2.0; D: .; E: .
CCNC(=O)C1CCCN(C(=O)c2ccccc2OC(F)(F)F)CC1 (stereo unspecified)
  A: .; B: -0.9; C: 1.6; D: .; E: .
Cc1ccc(CNc2nc3cc(-c4ccccc4C)sc3c(=O)n2C)c(C)c1
  A: .; B: -1.0; C: 2.2; D: .; E: .
CC(C)(C)CNC(=O)C1(C)CCN1C(=O)Cc1ccc(C(C)(C)C)cc1 (stereo unspecified)
  A: .; B: -8.2; C: 2.4; D: .; E: .
O=S1(=O)CC(N2CCC(Cc3ccccc3)CC2)CN1C1CCCC1 (stereo unspecified)
  A: .; B: -0.8; C: 1.7; D: .; E: .
Nc1c(-c2ccc(F)c(F)c2)nc2ncccn12
  A: .; B: -0.3; C: 3.4; D: .; E: .
CCCNC(=O)C1(C)CCCN(Cc2ccc(-c3ccccc3)cc2)C1 (stereo unspecified)
  A: .; B: -4.2; C: 2.2; D: .; E: .
CC(O)(c1cccc(F)c1)c1nc(-c2csc3ccccc23)cs1 (stereo unspecified)
  A: .; B: -1.5; C: 3.2; D: .; E: .
O=C(O)c1cccc(-c2csc(C(O)c3ccccc3)n2)c1 (stereo unspecified)
  A: .; B: 35.2*; C: 1.8; D: .; E: .
COc1ccc(NC(=O)C(c2ccc(OC)cc2)n2c(=O)c(-c3ccco3)nc3ccccc32)cc1 (stereo unspecified)
  A: .; B: -2.7; C: 1.6; D: .; E: .
S=c1[nH]nc2ccc3ccccc3n12
  A: .; B: -1.7; C: 3.3; D: .; E: .
C[C@H]1CN(S(=O)(=O)C(C)(C)C)[C@@H](CCO)/C1=C\CCO
  A: .; B: 0.2; C: 0.6; D: .; E: .
OC(c1ccccc1)(c1ccccc1)C1CCN(CCCOc2ccc(-c3cncnc3)cc2)CC1
  A: .; B: -5.1; C: 2.7; D: .; E: .
O=C(Nc1cc(C(F)(F)F)cc(C(F)(F)F)c1)[C@H]1O[C@@H](n2ccc(=O)[nH]c2=O)[C@H](O)[C@@H]1O
  A: .; B: -3.8; C: 1.6; D: .; E: .
O=C(Nc1ccc2c(c1)OCCO2)C(c1ccc(C(F)(F)F)cc1)n1c(=O)c(-c2cc3ccccc3[nH]2)nc2ccccc21 (stereo unspecified)
  A: .; B: -3.5; C: 1.8; D: .; E: .
CCC1OC(C)Cc2[nH][nH]c(=O)c21 (stereo unspecified)
  A: .; B: -2.5; C: 2.6; D: .; E: .

Given with values under each structure: 4 of the compounds above.
Order of results – AddAB inh	Wnt act	phage Ecoli inh	DAGLB inh	E coli growth
CCNC(=O)C1CCCN(C(=O)c2ccccc2OC(F)(F)F)CC1 (stereo unspecified)
    .	-0.9	1.6	.	.
Cc1ccc(CNc2nc3cc(-c4ccccc4C)sc3c(=O)n2C)c(C)c1
    .	-1.0	2.2	.	.
CC(C)(C)CNC(=O)C1(C)CCN1C(=O)Cc1ccc(C(C)(C)C)cc1 (stereo unspecified)
    .	-8.2	2.4	.	.
O=S1(=O)CC(N2CCC(Cc3ccccc3)CC2)CN1C1CCCC1 (stereo unspecified)
    .	-0.8	1.7	.	.

Some of the entries so far, field by field:
> O=C(Nc1cc(C(F)(F)F)cc(C(F)(F)F)c1)[C@H]1O[C@@H](n2ccc(=O)[nH]c2=O)[C@H](O)[C@@H]1O
  AddAB inh: .
  Wnt act: -3.8
  phage Ecoli inh: 1.6
  DAGLB inh: .
  E coli growth: .
> CC(C)CNC(=O)C1(C)CCCN1C(=O)Cc1cccc2ccccc12 (stereo unspecified)
  AddAB inh: .
  Wnt act: -2.3
  phage Ecoli inh: 1.6
  DAGLB inh: .
  E coli growth: .

(further entries)
Letter code – A = AddAB inh; B = Wnt act; C = phage Ecoli inh; D = DAGLB inh; E = E coli growth
CCC(c1nc2ccccc2[nH]1)n1c(-c2ccc3ccccc3c2)nc2ccccc21 (stereo unspecified)
  A: .; B: -6.7; C: 2.4; D: .; E: .
C#CCNC[C@@H]1CSCCS(=O)(=O)N1
  A: .; B: -1.0; C: 2.1; D: .; E: .
CC1=C(C(=O)N2CCCCCC2)CC(CC(=O)NCCCCc2ccccc2)C(=O)N1Cc1ccccc1 (stereo unspecified)
  A: .; B: -1.4; C: 2.7; D: .; E: .
O=C(Nc1ccccc1)c1cc(C2CCCCN2C(=O)OCCF)on1 (stereo unspecified)
  A: .; B: -0.1; C: 1.8; D: .; E: .
COc1ccc(Nc2c(-c3ccc(F)cc3)nc3nc(C)cc(C)n23)cc1
  A: .; B: 16.9; C: 1.6; D: .; E: .
CC1CCCN(C(=O)C2CCN(CCCc3ccccc3)CC2)C1 (stereo unspecified)
  A: -0.2; B: .; C: 2.7; D: .; E: -1.3
COc1nc(NC(C)=O)nc(C)c1Br
  A: 2.6; B: .; C: 3.3; D: .; E: 2.5
Cc1ccc(C)c(Sc2ccc(NC(=O)CCl)cc2)c1
  A: -0.8; B: .; C: 2.7; D: .; E: -0.5
CC(=O)C1C(=O)c2c(cccc2[N+](=O)[O-])C1=Nc1ccccc1C (stereo unspecified)
  A: 1.1; B: .; C: 1.8; D: .; E: 0.7
COCCn1c(-c2ccc(Cl)cc2)nc2c(c(=O)c3ccccc3n2C)c1=O
  A: 2.0; B: .; C: 0.9; D: .; E: -0.6
Cc1nn(-c2ccccc2)c(Cl)c1/C=N/NC(=O)CNc1n[nH]c(=O)[nH]c1=O
  A: -2.4; B: .; C: 1.8; D: .; E: -1.1
COc1ccc(N2CCCn3c2nc2c3c(=O)n(CCCc3ccccc3)c(=O)n2C)cc1
  A: -0.3; B: .; C: 1.6; D: .; E: -0.2
CN1CCN(CCCNC(=O)c2ccc(CSCc3cccc(Cl)c3)o2)CC1
  A: 2.4; B: .; C: 3.5; D: .; E: -0.5
COc1ccc(-c2c(C#N)c(N)nc3c2CCc2ccccc2-3)cc1OC
  A: -1.5; B: .; C: 0.2; D: .; E: 1.0
NS(=O)(=O)c1ccc(NC(=O)C2CCCO2)cc1 (stereo unspecified)
  A: 1.3; B: .; C: 1.1; D: .; E: -0.2
Cc1ccc(C2(C(F)(F)F)N=C3Sc4cc(C)ccc4N3C(=O)N2)cc1 (stereo unspecified)
  A: -0.3; B: .; C: 3.9; D: .; E: 0.1
CCOC(=O)C1CCCN(C(=O)CN2CCN(Cc3ccc(Cl)cc3)C2=O)C1 (stereo unspecified)
  A: 1.1; B: .; C: 2.1; D: .; E: -1.6
CC12CCC(C(=O)N3CCN(c4ccccc4)CC3)(CC1=O)C2(C)C (stereo unspecified)
  A: 0.5; B: .; C: 2.4; D: .; E: 0.9
COc1cc(OC)cc(-n2c3nc4ccccc4nc3c3c(=O)n(CC4CCCO4)cnc32)c1 (stereo unspecified)
  A: -1.0; B: .; C: 0.9; D: .; E: -0.8
COC(=O)c1[nH]c2cccc(OC)c2c1NC(=O)C(C)N1CCC(C)CC1 (stereo unspecified)
  A: 1.1; B: .; C: 0.0; D: .; E: 0.0
CCSc1nnc(NC(=O)CSc2nccn2-c2cc(C)cc(C)c2)s1
  A: -1.1; B: .; C: 0.2; D: .; E: -0.2
Cc1ccc(NC(=O)N(Cc2cccs2)Cc2cc3cc4c(cc3[nH]c2=O)OCO4)cc1
  A: 4.2; B: .; C: 2.5; D: .; E: 1.1
CCCOc1ccc(/C=N/NC(=S)Nc2ccccc2[N+](=O)[O-])c(O)c1
  A: 10.1; B: .; C: 6.8; D: .; E: 10.9*
CC(=O)[C@@H]1[C@@H]2C(=O)N(c3ccc(F)c(Cl)c3)C(=O)[C@@H]2C2c3ccccc3C=CN21 (stereo partly specified)
  A: 0.3; B: .; C: 0.1; D: .; E: 1.4
CCOc1ccccc1-c1nc(-c2ccc(NC(=O)c3ccc(Br)o3)cc2)no1
  A: 4.6; B: .; C: 1.4; D: .; E: -1.1

More entries
Molecule,AddAB inh,Wnt act,phage Ecoli inh,DAGLB inh,E coli growth
CCOC(=O)c1[nH]c2ccc(OC)cc2c1NC(=O)CCN1CCC(C)CC1,2.4,.,2.6,.,-2.0
O=[N+]([O-])c1ccccc1NCc1ccc(Cl)cc1,0.4,.,4.1,.,-0.5
CC1=C(C(=O)Nc2ccc(Cl)cc2)C2(CCCCC2)C(C(N)=O)C(=S)N1 (stereo unspecified),0.6,.,2.7,.,0.5
C=CCSc1nnc(NC(=O)CSc2ccccn2)s1,4.9,.,3.9,.,-1.4
COc1ccc2nc3sc(C(=O)NCc4cccs4)c(N)c3cc2c1,1.8,.,0.2,.,-0.7
COc1cc(C2CC(=O)N3CN(c4ccccc4C)CSC3=C2C#N)cc(OC)c1OC (stereo unspecified),2.6,.,-0.1,.,-2.4
Cc1nc2c(ccc3c2ccc2nc(C)sc23)s1,3.3,.,0.2,.,0.4
Cc1ccc(OCCN2CCN(CC(O)Cn3c4ccccc4c4ccccc43)CC2)cc1 (stereo unspecified),3.0,.,-6.2,.,0.5
C=CCSc1nnc2n(-c3ccccc3OC)c(=O)c3c4c(sc3n12)CCC4,3.2,.,3.0,.,0.8
O=c1[nH]c2cc3c(cc2cc1C(c1nnnn1Cc1ccccc1)N1CCCc2ccccc21)OCO3 (stereo unspecified),1.8,.,-0.6,.,-1.6
CCOc1cc(/C=C\c2[nH]c(=O)[nH]c(=O)c2[N+](=O)[O-])ccc1OC(C)CC (stereo unspecified),0.9,.,2.6,.,-0.9
Cc1ccc(-n2nc(C(=O)N/N=C/c3cccc(C(F)(F)F)c3)c3ccccc3c2=O)cc1C,3.7,.,0.7,.,-0.8
CC(C)n1c(SCC(=O)c2ccc3c(c2)OCCO3)nc2c1c(=O)n(C)c(=O)n2C,2.1,.,1.2,.,-0.9
Cc1ccc(C(=O)Nc2cc(Cl)ccc2OC(=O)c2ccc(C)cc2)cc1,3.2,.,3.4,.,-0.3
O=C(Nc1nccs1)c1c(O)c2cccc3c2n(c1=O)CCC3,1.1,.,0.8,.,0.6
Cc1cccc(C(=Cc2ccc([N+](=O)[O-])cc2)C(=O)O)c1,.,1.6,2.5,5.2,.
Cc1ccc(S(=O)(=O)NN=C2CCc3ccccc32)cc1,.,0.0,3.6,-0.3,.
C=CCn1c(=O)c(C(=O)Nc2ncccc2C)c(O)c2ccccc21,.,-0.8,-2.3,-0.8,.
CCN(CC)C(=O)C1=C(C)N(Cc2ccc(C(C)(C)C)cc2)C(=O)C(CC(=O)NCCCN(C)C)C1 (stereo unspecified),.,-0.7,0.6,1.3,.
CCN(CC)C(=O)C1=C(C)N(CCCN2CCCC2=O)C(=O)C(CC(=O)NC2CCCC2)C1 (stereo unspecified),.,-1.2,5.7,-0.7,.
Cc1nnc(SC(C)C(=O)c2c[nH]c3ccccc23)n1C1CC1 (stereo unspecified),.,-2.3,5.0,0.1,.
COC(=O)C(CSCc1ccccc1)NC(=O)CCNC(=O)OCc1ccccc1 (stereo unspecified),.,-2.3,-0.8,-3.8,.
Cc1cc2cc3c(=O)[nH]c(=O)cc-3n(CC(O)C(O)C(O)CO)c2cc1C (stereo unspecified),.,5.8,3.0,1.2,.
C[C@H]1CN(C2CCCCC2)C(=O)[C@@H]1CC(=O)Nc1ccccc1,.,-1.0,2.7,0.8,.

Bioassay records: PubChem BioAssay, several laboratories
